PTK2B oligo ant – antagonists of human Pyk2 oligomerization; Q14289; Q293 cells, Pyk2 FERM NanoBiT luminescence; stronger effect = lower value; z-score (the deposit names both 25 µM and 10 µM); 99,000 tested, 0.83% active; AID 1347419;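 active = Z-score of -3 or lower, scaled per plate to the spread of control and sample wells; inactive = z-score above -3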;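 note: negative z-score means lost luminescence so less FERM oligomerization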
Target sequence (Q14289 whole entry, looked up): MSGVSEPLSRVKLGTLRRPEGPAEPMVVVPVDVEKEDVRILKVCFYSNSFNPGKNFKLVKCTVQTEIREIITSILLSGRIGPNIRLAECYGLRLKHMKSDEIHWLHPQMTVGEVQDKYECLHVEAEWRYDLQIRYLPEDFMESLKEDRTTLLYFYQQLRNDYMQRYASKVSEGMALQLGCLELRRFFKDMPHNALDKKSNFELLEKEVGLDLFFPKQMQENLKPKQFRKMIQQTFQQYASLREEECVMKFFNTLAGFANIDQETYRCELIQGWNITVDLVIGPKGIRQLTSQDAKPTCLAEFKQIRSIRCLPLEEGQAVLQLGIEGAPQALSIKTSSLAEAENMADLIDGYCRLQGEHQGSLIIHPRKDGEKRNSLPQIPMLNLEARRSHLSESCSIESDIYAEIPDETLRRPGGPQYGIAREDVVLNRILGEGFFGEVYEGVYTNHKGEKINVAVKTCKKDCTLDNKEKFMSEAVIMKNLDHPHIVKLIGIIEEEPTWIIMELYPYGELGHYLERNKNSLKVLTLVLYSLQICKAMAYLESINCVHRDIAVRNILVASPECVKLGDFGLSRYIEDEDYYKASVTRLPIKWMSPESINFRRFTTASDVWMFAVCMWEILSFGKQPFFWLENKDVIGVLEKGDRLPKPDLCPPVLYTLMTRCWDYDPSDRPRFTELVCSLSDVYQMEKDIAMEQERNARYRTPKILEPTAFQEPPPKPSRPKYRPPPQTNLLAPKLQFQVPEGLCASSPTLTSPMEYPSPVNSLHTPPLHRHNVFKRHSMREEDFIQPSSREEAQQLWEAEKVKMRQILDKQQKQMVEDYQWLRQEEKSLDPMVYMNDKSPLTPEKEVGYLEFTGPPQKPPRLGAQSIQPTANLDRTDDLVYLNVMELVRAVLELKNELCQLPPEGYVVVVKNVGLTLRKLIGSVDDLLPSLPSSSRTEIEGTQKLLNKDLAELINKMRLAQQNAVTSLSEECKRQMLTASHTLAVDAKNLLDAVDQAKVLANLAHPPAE
cytoskel mod – cytoskeleton assembly modification; HUVEC TNFa F-actin phalloidin imaging, high content; inhibition, % at 2 µM; 91,000 tested, 0.18% active;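 active = inhibition above the batch mean plus 3 SD and confirmed as a hit by visual image inspection, cut at about 30% in these data, passing the limit was not always enough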; note: strong numbers were not always called active
TNFa cytotox – toxic to HUVEC cells under TNF alpha stimulation; 93,000 tested, 0.17% active; HUVEC TNFalpha-stimulated, Hoechst cell count, imaging; cell count reduction, % at 2 µM; AID 848;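 active = cell count reduction exceeding the screen mean by over 5 SD, scaled to untreated wells per plate, cut at about 78% in these data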;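 note: cells counted after 24 h of TNF alpha exposure following the 1 h pretreatment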
VCAM1 TNFa inh – reduces TNF alpha induced VCAM1 expression in HUVEC. HUVEC TNFa-induced VCAM-1 immunofluorescence, high-content imaging. inhibition, % at 2 µM. 95,000 tested, 0.48% active. AID 802;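 active = inhibition above the batch mean plus 3 SD, with images confirmed as a hit by eye, cut at about 37% in these data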;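 note: 0% = TNF-stimulated DMSO wells and 100% = unstimulated control wells; not every result past the cut was called active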
IL1B cytotox – toxic to HUVEC cells under IL-1B stimulation; AID 845; HUVEC cell count loss, Hoechst imaging, IL-1B stimulated; 94,000 tested, 0.41% active; cell count reduction, % at 2 µM;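 active = cell count reduction more than 3 SD above the screen-wide mean, cut at about 70% in these data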;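 note: normalized per plate to untreated control cells as the no-loss baseline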
H69AR inhibit – blocks growth of human H69AR lung tumor cells | viability, % at 10 µM | 85,000 tested, 6% active | H69AR lung tumor viability, ATP luminescence, 72 h; stronger effect = lower value;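 active = viability at or below 40%; inactive = viability above 40%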;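 note: multidrug resistant small cell line overexpressing MRP-1 efflux transporter; 100% = mean luminescence of untreated control wells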
Lung fibro prol – blocks proliferation of human lung fibroblasts | AID 719 | 85,000 tested, 1.1% active | viability, % at 10 µM | LL 47 human lung fibroblast viability, ATP luminescence; stronger effect = lower value;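 active = viability at or below 50% in the single dose screen; inactive = viability above 50%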;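 note: compound exposure lasted 72 h before the ATP readout; 100% = median luminescence of untreated cell-only wells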
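Times – overnight cell rest, 72 h compound treatment at 37 °C · Test system – human lung fibroblast line LL 47, low passage · Amount – 1,150 cells in each well · Controls – cell-only wells, no compound · Doses – 0.1% DMSO in all compound wells · Measured by – CellTiter-Glo luminescence · Buffer or medium – IMEM plus 15% FBS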
Smad3 FoxH1 inh – inhibitors of human Smad3 transcription factor binding; P84022; TR-FRET Smad3/Dy647-FoxH1 peptide binding, europium anti-His; inhibition, % at 25 µM; 88,000 tested, 0.29% active;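 active = compounds that reduce the energy-transfer binding signal between the protein and its labelled peptide by more than half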;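 note: 0% = Smad3 plus labelled peptide maximal FRET and 100% = peptide-only background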
HUVEC inhibit – blocks proliferation of human endothelial cells; HUVEC proliferation, CellTiter-Glo luminescence, 72 h; stronger effect = lower value; viability, % at 10 µM (by protocol); 86,000 tested, 1.1% active; AID 648;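 active = viability at or below 30%; inactive = viability above 30%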;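 note: 100% = median luminescence of DMSO-only cell control wells on each plate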
An asterisk follows results filed as active; . = no result given; [ ] = dose if it differs, or a comment. Not all compounds are listed; count on the stated rates, not on these rows.

SMILES | PTK2B oligo ant | cytoskel mod | TNFa cytotox | VCAM1 TNFa inh | IL1B cytotox | H69AR inhibit | Lung fibro prol | Smad3 FoxH1 inh | HUVEC inhibit
Cc1nnc(SCC(=O)N/N=C/c2cn(-c3ccccc3)nc2-c2ccc(F)cc2)n1-c1ccccc1 | -0.11 | -40 | 1 | -4 | 7 | . | . | . | .
CCc1cc2c(=O)nc3n(c2s1)Cc1ccccc1/C3=C(/O)c1ccccc1Cl | -1.6 | . | -3 | -2 | 1 | 75 | 89 | 10 | 83
CCc1cc(C(=O)Cc2cnn(-c3ccccc3)c2)c(O)cc1O | -2.9 | -4 | -13 | 4 | -15 | 83 | 94 | -5 | 68
COc1ccc(C(=O)Nc2cccc(-c3nc4ncccc4o3)c2C)cc1 | 0.04 | 8 | -36 | 3 | 5 | 98 | 110 | 2 | 110
CC(=O)OC(C(=O)NCc1ccc(F)cc1)c1ccccn1 (stereo not drawn) | -0.09 | -4 | 6 | -18 | 7 | 110 | 106 | 4 | 109
CC1(C)C(c2cccs2)=NC(c2ccccc2)N1O (stereo not drawn) | -0.58 | -14 | -19 | 2 | -8 | 97 | 103 | 3[fluorescence artefact?] | 96
CCNC(=O)NC(=O)C(C)OC(=O)c1cccnc1SC (stereo not drawn) | 0.21 | 27 | 8 | -2 | -3 | 103 | 98 | -1 | 109
O=C(NCC1CCCO1)[C@@H]1CSC2c3ccccc3C(=O)N21 (stereo partly drawn) | 0.91 | 9 | 1 | -13 | 18 | 89 | 110 | -8 | 99
COc1cccc(C(=O)Nc2cccc(NC(C)=O)c2)c1 | 0.27 | 20 | -22 | -7 | 0 | 33* | . | 6 | 94
O=C(C1CCCN(S(=O)(=O)c2cccc3nsnc23)C1)N1CCc2ccccc2C1 (stereo not drawn) | -0.39 | -28 | -28 | 2 | -3 | . | . | . | .
O=C(COc1ccc2ccccc2c1)NNC(=O)[C@@H]1CCCC[C@@H]1C(=O)O | 1.8 | 1 | -4 | 19 | -40 | . | . | . | .
COc1cccc(NC(=O)Nc2nnc(-c3ccccc3SCc3ccccc3)s2)c1 | -0.82 | -2 | -14 | 12 | -18 | 17* | 66 | 4 | 79
COc1cc2[nH]cc(C(=O)NCc3cccs3)c(=O)c2cc1OC | -0.65 | 7 | -24 | 19 | -16 | 67 | 101 | 11 | 88
O=C(c1nc2nc(-c3ccccc3)cc(C(F)(F)F)n2n1)N1CCOCC1 | 0.33 | 20 | -20 | 6 | 28 | 98 | 110 | -3 | 113
Cc1ccc(CNC(=O)CSc2nc3ccccc3c(=O)n2CCCO)cc1 | 1 | 26 | -23 | 5 | -25 | 87 | 98 | 1 | 91

Single records (already shown).
O=C(c1nc2nc(-c3ccccc3)cc(C(F)(F)F)n2n1)N1CCOCC1 across the screens: PTK2B oligo ant = 0.33; cytoskel mod = 20; TNFa cytotox = -20; VCAM1 TNFa inh = 6; IL1B cytotox = 28; H69AR inhibit = 98; Lung fibro prol = 110; Smad3 FoxH1 inh = -3; HUVEC inhibit = 113
CC1(C)C(c2cccs2)=NC(c2ccccc2)N1O (stereo not drawn) across the screens: PTK2B oligo ant = -0.58; cytoskel mod = -14; TNFa cytotox = -19; VCAM1 TNFa inh = 2; IL1B cytotox = -8; H69AR inhibit = 97; Lung fibro prol = 103; Smad3 FoxH1 inh = 3[fluorescence artefact?]; HUVEC inhibit = 96

Additional results
SMILES | PTK2B oligo ant | cytoskel mod | TNFa cytotox | VCAM1 TNFa inh | IL1B cytotox | H69AR inhibit | Lung fibro prol | Smad3 FoxH1 inh | HUVEC inhibit
COc1ccc(CCNC(=O)Cc2cc(=O)[nH]c(=O)[nH]2)cc1OC | . | 5 | -11 | -2 | 0 | 100 | 99 | 2 | 102
CCO/C=C1\C(=O)N(c2ccccc2)C(=O)c2ccccc21 | 0.03 | . | . | . | . | 96 | 101 | 10 | 97
Cc1cc(NC(=O)CSc2nnc(C)c(=O)[nH]2)no1 | . | -8 | -12 | 6 | -3 | 103 | 102 | 15 | 95
O=C(CC1CCCC1)OCn1nnc2ccccc2c1=O | 3.1 | . | . | . | . | 94 | 107 | 5 | 102
COc1cccc(CNC(=O)C2CCN(S(=O)(=O)c3c(C)nn(C)c3C)CC2)c1 | . | 7 | -52 | 15 | 8 | 89 | 92 | -3 | 79
O=C(N/N=C/c1ccc(O)c(O)c1O)/C(=C/c1ccc([N+](=O)[O-])cc1)NC(=O)c1ccccc1 | -1 | -9 | -14 | 13 | -11 | 77 | 83 | 3[fluorescence artefact?] | 77
O=c1[nH]c(N2CCOCC2)nc2ncn(Cc3ccccc3)c12 | -0.08 | . | . | . | -30 | 90 | 102 | 1 | 102
C=CCNc1nc(NCCN2CCOCC2)nc(OC)n1 | 0.41 | 43 | 14 | 3 | -4 | 95 | 94 | 5 | 103
CCOC(=O)c1ccc2c(c1)n(CC)c(/C=C/Nc1ccccc1)[n+]2CC | 1.4 | -18 | -2 | -7 | -40 | . | . | . | .
COc1ccc2nc3oc(C(=O)N4CCN(c5cccc(C(F)(F)F)c5)CC4)cc3cc2c1 | -0.5 | 8 | -9 | 5 | 24 | 67 | 99 | 0 | 68
COc1ccc(CCn2c(=O)[nH]c3cc(C(=O)NCCc4ccccc4)ccc3c2=O)cc1OC | . | 22 | -20 | -1 | -14 | . | . | . | .
COC(=O)c1ccccc1NC(=O)CS(=O)(=O)Cc1nc(-c2ccc(C)cc2)oc1C | . | 9 | -21 | 3 | 7 | 89 | 96 | -2 | 105
Cc1ccc(/C=C/C2=NN(Cc3ccccc3)C(=O)CC2)cc1 | 0.72 | -1 | -5 | 11 | 9 | 105 | 100 | 20 | 99
CC(C)(C)SCCNC(=O)c1ccc(NS(C)(=O)=O)cc1 | -0.11 | 4 | -33 | 16 | -24 | 102 | 98 | -6 | 96
COc1ccc(CNC(=O)c2cc(-n3cnnc3)ccc2Cl)cc1 | -0.06 | -15 | 2 | -1 | 26 | 93 | 96 | 5 | 84
CCOC(=O)c1oc2ccc(CNC3CCCCC3)c(Cl)c2c1C | 0.4 | 3 | -33 | 6 | 0 | 18* | 95 | 13[fluorescence artefact?] | 29*
COc1ccccc1N1CCN(C(=O)c2cc(-c3ccc(C)cc3)on2)CC1 | -2.4 | -4 | 11 | -16 | -13 | 96 | 105 | 2 | 106
CSc1nnc(-c2nnc(SC)n2-c2ccccc2)n1-c1ccccc1 | -0.23 | 6 | -39 | -13 | 22 | 88 | 96 | -3 | 90
CC(=O)c1cccc(NC(=O)Nc2cnn(Cc3ccc(Cl)cc3Cl)c2)c1 | -1.5 | 8 | -10 | 12 | 16 | 99 | 93 | 3 | 73
CC(O)CN1C(=O)C(CC(=O)Nc2ccc(Cl)cc2)SC1=Nc1ccccc1 (stereo not drawn) | -1.4 | -13 | 5 | -4 | -16 | 39* | 92 | 0 | 66
CNc1sc(C(=O)c2ccccc2F)c(N)c1-c1nc2ccccc2s1 | -0.08 | . | -28 | 0 | -12 | 77 | 65 | -4 | 65
CC(C)CCn1cnc2c1c(=O)n(C)c(=O)n2C | -0.28 | 7 | -4 | 13 | -39 | 87 | 97 | 8[fluorescence artefact?] | 103
COc1ccccc1C(=O)Nc1cc2c(ccc3ccccc32)oc1=O | . | 4 | -9 | -3 | 12 | 90 | 95 | 37 | 103
CCOc1cc([C@H]2[C@@H]3CCCC[C@]3(O)CCN2CC(=O)NCc2ccco2)ccc1O | 0.3 | 3 | -12 | 17 | 21 | 76 | 93 | -3 | 88
Cc1ccccc1-c1ccc(Nc2ccc(C(=O)N3CCOCC3)cc2)nn1 | -1.2 | 26 | -31 | -19 | -7 | 91 | 102 | 3 | 111
Cc1cccc(C)c1NC(=O)CSc1nnc(CCCCCNC(=O)OC(C)(C)C)o1 | 0.38 | -9 | -7 | 22 | 25 | 81 | 95 | -1 | 89
COC(=O)Nc1sc(C(=O)N(C)C)c(C)c1C(=O)OC | 1.4 | 18 | -16 | 5 | -7 | 93 | 100 | 8 | 102
O=C(CCn1cccc1)Nc1ccccc1F | 0.48 | 7 | -21 | 2 | -22 | 87 | 98 | 9 | 90
Cc1cccc(OCCSc2nnc(-c3ccoc3C)n2C)c1 | 0.19 | 9 | 0 | -17 | -4 | 96 | 106 | -12 | 119
O=C(N1CCOCC1)N1CCN(c2ccccc2F)CC1 | . | -13 | 16 | -2 | 10 | 73 | 102 | -10 | 93
CC1CCCN(C(=O)Cc2ccc(F)cc2)C1 (stereo not drawn) | 0.44 | 2 | -28 | 9 | -25 | 88 | 102 | -15 | 93
CSCCc1nc(SCC(=O)Nc2nnc(C)s2)[nH]c1C | 0.07 | 6 | -5 | 8 | -28 | 99 | 101 | 5 | 95
COc1ccc2nc(NC(=O)C3CCN(S(=O)(=O)c4cccc5nsnc45)CC3)sc2c1 | -3.4* | -17 | -2 | -3 | -15 | 57 | 84 | -2 | 60
O=C(c1ccco1)N1CCN(C(=O)c2cc3sccc3n2Cc2ccccc2)CC1 | -2.4 | -65 | -3 | 1 | 3 | 76 | 91 | 1 | 110
Cc1cc(C)c2cc(CN(CCO)C(c3nnnn3Cc3ccc(F)cc3)C(C)C)c(=O)[nH]c2c1 (stereo not drawn) | . | 12 | -57 | -3 | -19 | 61 | 93 | -13 | 76
N#CC1=C(N)S[C@H](C(=O)C23CC4CC(CC(C4)C2)C3)[C@H]1c1ccncc1 | -0.84 | 4 | 20 | 6 | -1 | 102 | 80 | -7 | 89
CCn1c(CNC(=O)c2cccc(C)c2)nnc1SCC(=O)Nc1cccc(OC)c1 | 2.4 | 0 | -1 | 2 | -3 | . | 106 | 0 | 77
Cc1ccc(-n2c(-c3ccco3)nc3c(cnn3-c3ccc(C)cc3)c2=O)cc1 | . | 8 | -42 | 11 | -8 | 54 | 93 | 21 | 98
CCCCC(=O)Nc1ccc2c3c(cccc13)C(=O)N2CC | -0.25 | 13 | -29 | -2 | 4 | . | . | . | .
NC(=O)C1CCN(CCC(=O)Nc2cccc(Cl)c2)CC1 | 1 | . | . | . | . | 94 | 99 | 2 | 90
CC(=O)c1cccc(Nc2nc(=O)c3cccnc3s2)c1 | 0.09 | -16 | -6 | -26 | -5 | 95 | 102 | -3 | 95
COc1ccccc1C(=O)Nc1ccc(CN2CCCCC2)cc1 | -0.04 | -2 | 3 | -5 | -2 | 95 | 99 | 6 | 119
O=C(Nc1ccccc1N1CCN(C(=O)c2ccc(Cl)cc2)CC1)c1ccc(Br)cc1 | -2.7 | 6 | -12 | 2 | -8 | 75 | 89 | 5 | 87
COc1cc2c(cc1NC(=O)C(C)N1CCN(S(=O)(=O)c3ccc(C)c(C)c3)CC1)oc1ccccc12 (stereo not drawn) | 0.38 | -16 | 2 | 19 | -8 | . | . | . | .
COC(=O)C1=C(O)C(C(=O)OC)C(c2ccc(C)cc2)C(C#N)(C#N)C1c1ccc(C)cc1 (stereo not drawn) | -1.3 | 13 | -8 | 8 | -12 | 4.0* | 83 | 6 | 80
O=C(Nc1ccc(S(=O)(=O)N2CCN(Cc3ccccc3)CC2)cc1)c1cnccn1 | 0.01 | 16 | -29 | 24 | 5 | 100 | 93 | 5 | 101
CCC1(C)Cc2ccccc2C(Nc2c(C)n(C)n(-c3ccccc3)c2=O)=N1 (stereo not drawn) | -0.37 | 13 | -3 | -7 | -11 | 91 | 98 | -10 | 100
Cc1c(NC(=O)C(C)c2ccc(CC(C)C)cc2)c(=O)n(-c2ccccc2)n1C (stereo not drawn) | -0.46 | -12 | 3 | 3 | -3 | 96 | 101 | -32 | 105
O=C(NCCCN1CCCC1)c1ccc(CS(=O)(=O)c2ccc(Br)cc2)o1 | . | -11 | 10 | 1 | 9 | 98 | 100 | -3 | 88

Bioassay records (PubChem BioAssay)
